LmPK inhibitor – qHTS Assay for Inhibitors of Leishmania Mexicana Pyruvate Kinase (LmPK) | purified LmPK, Kinase-Glo ATP luminescence, 1 h | Potency, µM (doses to about 57.5 µM), for the others: top-dose activity change, negative = inhibition, hits mostly inhibitors | AID 1721, 2009 | hit rate 0.37% among 290,000; note: potency is the fitted concentration of half-maximal effect
Target sequence (Q27686 whole entry, looked up): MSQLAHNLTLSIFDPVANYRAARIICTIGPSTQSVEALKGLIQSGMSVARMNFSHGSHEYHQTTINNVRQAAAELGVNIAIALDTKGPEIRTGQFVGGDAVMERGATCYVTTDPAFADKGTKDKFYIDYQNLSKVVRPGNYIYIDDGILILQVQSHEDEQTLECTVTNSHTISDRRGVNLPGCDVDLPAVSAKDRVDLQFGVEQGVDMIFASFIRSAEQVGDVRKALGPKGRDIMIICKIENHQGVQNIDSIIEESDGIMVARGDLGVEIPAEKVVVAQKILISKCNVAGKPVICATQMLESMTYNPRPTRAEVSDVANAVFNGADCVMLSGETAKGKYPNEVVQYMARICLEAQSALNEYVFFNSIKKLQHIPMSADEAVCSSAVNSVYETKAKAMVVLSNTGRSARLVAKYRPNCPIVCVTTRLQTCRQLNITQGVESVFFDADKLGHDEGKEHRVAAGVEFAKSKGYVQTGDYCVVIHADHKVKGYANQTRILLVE
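In 50 mM imidazole pH 7.2 with 7 mM MgCl2, LmPK (0.1 nM) turned over PEP (0.5 mM) and ADP (0.1 mM) for 1 h at room temperature. Luciferase read-out of ATP.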
AMA1-RON2 inh – qHTS for Inhibitors of AMA1-RON; Towards Development of Antimalarial Drug Lead: Primary Screen; AlphaScreen AMA1-biotinylated RON2 peptide binding; Plasmodium falciparum AMA1 (3D7) - RON2 peptide interaction; Potency, µM (doses to about 58.2 µM), for inactives: at the top dose activity change, negative = inhibition, hits mostly inhibitors; hit rate 0.2% among 360,000;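 note: potency is the fitted concentration of half-maximal effect; 0% = vehicle wells and -100% = peptide control; nearly all actives have a fitted effect of over 45% in size; some results filed as inactive show a strong effect at the top dose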
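AMA1 (3D7) with his tag at 25 nM final met compounds first, then biotinylated RON2 peptide at 25 nM; detection used donor plus acceptor beads, 10 µg/mL apiece, read by AlphaScreen after 30 min at room temperature.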
AmpC inh detg – qHTS Inhibitors of AmpC Beta-Lactamase (assay with detergent); AmpC hydrolysis of nitrocefin, absorbance 480 nm, 0.01% Triton; Potency, µM (series often up to 114 µM), for the others: at the top dose activity change, negative = inhibition, hits mostly inhibitors; hit rate 0.041% among 370,000;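 note: potency is the fitted concentration of half-maximal effect; 0% = no-compound wells and -100% = no-enzyme wells; nearly all actives have a fitted effect of over 25% in size; some results filed as inactive show a strong effect at the top dose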
Target sequence (P00811 whole entry, looked up): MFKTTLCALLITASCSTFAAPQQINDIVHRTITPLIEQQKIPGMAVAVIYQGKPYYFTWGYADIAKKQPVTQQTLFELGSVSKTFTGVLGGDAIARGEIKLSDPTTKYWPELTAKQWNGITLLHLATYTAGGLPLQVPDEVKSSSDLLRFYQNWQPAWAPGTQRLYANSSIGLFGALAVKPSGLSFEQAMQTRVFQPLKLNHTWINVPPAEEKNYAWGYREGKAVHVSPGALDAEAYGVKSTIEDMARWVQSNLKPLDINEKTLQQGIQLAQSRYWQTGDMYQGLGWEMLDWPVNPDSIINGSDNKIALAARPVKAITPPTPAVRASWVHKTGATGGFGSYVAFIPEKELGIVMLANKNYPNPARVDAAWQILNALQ
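AmpC (5.3 nM in the dispensed reagent) in 20 mM phosphate pH 7.0 with 0.01% (detergent screen) or 0.0001% Triton X-100 was preincubated with compounds for 15 min at room temperature. Nitrocefin was then added from an 800 uM solution, and hydrolysis was followed at 480 nm.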
AmpC inh no detg – qHTS Inhibitors of AmpC Beta-Lactamase (assay without detergent). P00811. Potency, µM (series often up to 57.1 µM), for inactives: at the highest dose activity change, negative = inhibition, usual class: inhibitors. hit rate 0.52% among 330,000. AmpC nitrocefin hydrolysis, absorbance 480 nm, 0.0001% Triton;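 note: potency is the fitted concentration of half-maximal effect; plate controls were no compound for no effect and no enzyme for full effect; nearly all actives have a fitted effect of over 20% in size; some results filed as inactive show a strong effect at the top dose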
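AmpC (5.3 nM in the dispensed reagent) in 20 mM phosphate pH 7.0 with 0.01% (detergent screen) or 0.0001% Triton X-100 was preincubated with compounds for 15 min at room temperature. Nitrocefin was then added from an 800 uM solution, and hydrolysis was followed at 480 nm.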
HCMV antiviral – qHTS Assay for inhibitors of the human cytomegalovirus (HCMV). HFF cells, HCMV-luciferase reporter, 72 h; hits give low values. AID 1259415, 2018. hit rate 4.5% among 410,000. activity change, negative = inhibition, % at 57.5 µM; in the data active = activity change below about -60%; inconclusive = no clear call, values can overlap the other calls; inactive = above about -39%
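Two-dose cell screen: HFF monolayers treated with compounds and infected with luciferase-expressing HCMV at 1 PFU/cell, 72 h at 37C, then lysed for luciferase measurement.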
HCV inhibitor – qHTS Assay for Inhibitors of Hepatitis C Virus (HCV). AID 651820, 2012. Huh7.5.1 HCVcc-Cre infection, luciferase reporter, 44 h. hit rate 3.4% among 340,000. Potency, µM (highest dose often 41.8 µM), for the others: at the highest dose activity change, negative = inhibition, usual class: inhibitors; note: potency is the fitted concentration of half-maximal effect
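Whole-lifecycle infectious HCVcc-Cre system; cells 1,000/well, compound then virus (~0.5 moi) added 4 h after plating, 44 h culture. Luciferase read 15 sec following 15 min substrate incubation, room temp.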
TbPYK inhibitor – qHTS of Trypanosoma Brucei Inhibitors; AID 624173, 2012; pyruvate kinase (Trypanosoma brucei), Q57TT1; hit rate 0.12% among 410,000; Potency, µM (highest dose often 76.8 µM), inactives show at the top dose activity, negative = inhibition, actives largely listed as inhibitors; TbPYK enzyme, Kinase-Glo Plus ATP luminescence, 45 min; note: potency is the fitted concentration of half-maximal effect; nearly all actives have a fitted effect of over 50% in size
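T. brucei PYK with substrate was exposed to pin-transferred compounds across a concentration series, then started with 130 uM ADP (final). After 45 min at room temperature, Kinase-Glo Plus luminescence was read, normalized and curve-fitted.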
An asterisk follows results filed as active; ? = inconclusive; nt = not tested or not shown; [ ] = another dose, or the depositor's remark. Unless noted, calls come from the whole dose curve; as a rule, active = well fitted curve in the direction sought with a large enough effect; inconclusive = small, poorly fitted or top-dose-only effect, or another doubt; inactive = no such curve, though single readings can be large; an effect the other way counts as inactive or inconclusive. Unless noted, % is set by controls: 0 for no effect and ±100 for the full control effect. Compounds as they come. Share with any hit: about 7.5%.

Abbreviations: A = LmPK inhibitor; B = AMA1-RON2 inh; C = AmpC inh detg; D = AmpC inh no detg; E = HCMV antiviral; F = HCV inhibitor; G = TbPYK inhibitor
[1] Cc1ccc(CCNC(=O)c2cn(C)c3ccc(S(=O)(=O)N4CCC(C)CC4)cc3c2=O)cc1
  A: nt | B: nt | C: -1% | D: nt | E: 7 | F: nt | G: 1%
[2] COc1ccc(/C=C2/N=C(SCC(=O)Nc3cc(C)on3)N(c3ccccc3)C2=O)cc1
  A: 1% | B: 12% | C: ? | D: -10% | E: -6 | F: 5% | G: 4%
[3] c1nnc(-c2ccc3c(c2)OCO3)o1
  A: -6% | B: -13% | C: 2% | D: -22% | E: -15 | F: ? | G: 0%
[4] COc1cc(NC(=O)CN(c2ccc(C)cc2)S(=O)(=O)c2c(C)nn(C)c2C)cc(OC)c1
  A: 2% | B: 30% | C: ? | D: 156%[activator] | E: -6 | F: -2% | G: 6%
[5] Cc1cccc(C)c1-n1nnnc1C1(Nc2ccccc2)CCCCC1
  A: 3% | B: -14% | C: 1% | D: -28% | E: ? | F: ? | G: -12%
[6] Cc1c(NC(=O)C(C)OC(=O)c2ccc(Cl)nc2)c(=O)n(-c2ccccc2)n1C (stereo not drawn)
  A: -2% | B: 12% | C: -3% | D: -23% | E: 33 | F: 8% | G: -8%
[7] COc1ccc(-c2nc(C)c(CCNC(=O)C(=O)Nc3ccccc3F)s2)cc1
  A: nt | B: nt | C: -9% | D: nt | E: 9 | F: nt | G: -9%
[8] CCCCSc1nnc([C@H](C)NC(=O)OC(C)(C)C)o1
  A: 5% | B: -4% | C: 4% | D: 32% | E: -2 | F: 14% | G: -6%
[9] Cc1ccc(O)c(C)c1
  A: nt | B: 0% | C: 3% | D: -29% | E: 18 | F: ? | G: 1%
[10] CCCCN(C)CCNC(=O)CSCc1ccc(C)cc1
  A: 0% | B: -19% | C: -12% | D: -16% | E: -14 | F: -6% | G: 0%
[11] O=C(O)CCC(=O)Nc1nc2ccc([N+](=O)[O-])cc2s1
  A: 31% | B: -14% | C: 5% | D: -23% | E: 11 | F: 5% | G: -6%
[12] COc1ccc(C(C(=O)NC(C)(C)C)N(CCC(C)C)C(=O)CCC(=O)Nc2cc(C)on2)cc1 (stereo not drawn)
  A: -1% | B: -14% | C: -4% | D: 82%[activator] | E: 1 | F: 1% | G: 7%
[13] CSCCC1NC(=O)N(CC(=O)Nc2cccc3ccccc23)C1=O (stereo not drawn)
  A: 2% | B: 3% | C: -4% | D: 3% | E: 67 | F: 1% | G: -3%
[14] CCOC(=O)/C(=N\Nc1ccccc1[N+](=O)[O-])c1csc(Nc2ccccc2)n1
  A: -4% | B: ? | C: -8% | D: -41% | E: -32 | F: 5µM* | G: 1%
[15] COc1cccc(C(=O)NCCC(=O)NCc2cc(=O)n(C)c(=O)n2C)c1
  A: 5% | B: -7% | C: ? | D: -9% | E: -1 | F: 10% | G: 3%
[16] O=C1NC(N2CCOCC2)=N/C1=C/c1ccc2c(c1)OCO2
  A: -4% | B: 14% | C: 3% | D: -16% | E: 11 | F: 23% | G: -5%
[17] O=C(NCc1ccco1)c1[nH]c(C(F)(F)F)nc1-c1ccccc1
  A: nt | B: -27% | C: nt | D: nt | E: -8 | F: nt | G: 3%
[18] Cc1cccc(OCC(=O)N2CCCc3ccccc32)c1
  A: -2% | B: -1% | C: 1% | D: -5% | E: -9 | F: 0% | G: -1%
[19] O=C(Nc1ncc(Cc2ccc(SC(F)F)cc2)s1)c1ccccc1
  A: -1% | B: 49%[activator] | C: -2% | D: -22% | E: ? | F: ? | G: -5%
[20] Cc1cc(C(=O)Nc2ccccc2C(=O)O)ccc1NC(=O)COc1cccc([N+](=O)[O-])c1
  A: -4% | B: -13% | C: 4% | D: -28% | E: -31 | F: -11% | G: 5%
[21] Cc1ccc2cc(C)c(NCCO)nc2c1
  A: 0% | B: 9% | C: ? | D: -14% | E: -60* | F: -5% | G: 2%
[22] S=c1[nH]nc(-c2ccc3c(c2)OCO3)n1-c1ccccc1
  A: 7.1µM* | B: 12% | C: -11% | D: -35% | E: 57 | F: 22% | G: ?
[23] COc1ccccc1C(=O)Nn1c(-c2cccs2)nc2ccccc2c1=O
  A: 4% | B: 0% | C: ? | D: -3% | E: -72* | F: -17% | G: 5%
[24] CCOc1ccc(NCc2cccn2-c2nnc(N3CCC(C(=O)NCCCN4CCCCC4CC)CC3)s2)cc1 (stereo not drawn)
  A: 11% | B: -23% | C: 0% | D: 212%[activator] | E: ? | F: ? | G: 1%
[25] Cc1ccnc(NS(=O)(=O)c2cccc3nsnc23)c1
  A: 1% | B: 6% | C: 1% | D: -10% | E: 97 | F: 1% | G: -1%
[26] O=C(CN(Cc1ccccc1)S(=O)(=O)c1ccccc1)N/N=C/c1ccc([N+](=O)[O-])cc1
  A: 2% | B: -4% | C: ? | D: -51% | E: 9 | F: -14% | G: 6%
[27] CCOc1ccc(OCCN2C(=O)NC(Cc3c[nH]c4ccccc34)C2=O)cc1 (stereo not drawn)
  A: 1% | B: -18% | C: 5% | D: 15% | E: 19 | F: -5% | G: -7%
[28] CCCCN(C)CCCNC(=O)c1cc(=O)[nH]c2ccc(S(=O)(=O)N3CCCCC3C)cc12 (stereo not drawn)
  A: 1% | B: -1% | C: 4% | D: -3% | E: ? | F: 12% | G: -1%
[29] COc1ccc(NC(=O)c2cc3cc(OC)ccc3oc2=O)cc1
  A: nt | B: 11% | C: nt | D: nt | E: -16 | F: 4% | G: 9%
[30] COc1ccc(N2CCN(C(=O)c3ccc(Cl)c(S(=O)(=O)N4CCOCC4)c3)CC2)cc1
  A: nt | B: -7% | C: nt | D: nt | E: 20 | F: ? | G: 2%
[31] COc1ccc2c(c1)C(C)CC(C)(C)N2C(=O)Nc1ccccc1 (stereo not drawn)
  A: -6% | B: ? | C: -12% | D: -16% | E: 53 | F: 6% | G: -10%
[32] COc1cc(C)ccc1OCC(=O)OCC(=O)NCC1CCCCC1
  A: nt | B: -8% | C: nt | D: 0% | E: -8 | F: 3% | G: 2%
[33] COc1ccc(CC(=O)n2[nH]c(=O)c3ccccc3c2=O)cc1OC
  A: 3% | B: 4% | C: 5% | D: 32% | E: 20 | F: 0% | G: 3%
[34] O=c1cc(CN2CCOCC2)c2c(ccc3ccccc32)o1
  A: -5% | B: 9% | C: -13% | D: -15% | E: 17 | F: 4% | G: -4%
[35] COc1cccc(CCC(=O)N2CCC(n3nccc3NC(=O)CC(C)C)CC2)c1
  A: 0% | B: -2% | C: ? | D: 30% | E: 32 | F: -4% | G: -1%
[36] COc1ccc(N2C3=C(CC4=C2CCCC4=O)C(=O)CCC3)cc1
  A: -11% | B: -12% | C: -4% | D: -43% | E: ? | F: ? | G: ?
[37] NC(=O)C1(Nc2ccc([N+](=O)[O-])cc2)CCCC1
  A: nt | B: -8% | C: nt | D: nt | E: -11 | F: -3% | G: -2%
[38] CN(C(=O)c1ccc(F)cc1)c1ccc(OCC(=O)Nc2ccccc2C(=O)O)cc1
  A: nt | B: -20% | C: nt | D: -25% | E: ? | F: -20% | G: 0%
[39] N#Cc1c(-c2ccccc2)ccn(Cc2ccc(Cl)cc2)c1=O
  A: -4% | B: 3% | C: -9% | D: -24% | E: -1 | F: -6% | G: -3%
[40] COc1cccc(-c2nc(CS(=O)(=O)CC(=O)Nc3cc(OC)ccc3OC)c(C)o2)c1
  A: -2% | B: 0% | C: -1% | D: 60%[activator] | E: 18 | F: ? | G: 5%
[41] C=CCn1c(SCC(=O)N(CC)c2c(N)n(Cc3ccccc3)c(=O)[nH]c2=O)nnc1-c1ccccc1OC
  A: nt | B: -7% | C: nt | D: nt | E: -2 | F: 7% | G: -6%
[42] C=CCn1c(SCC(=O)c2c(N)n(CCC)c(=O)n(C)c2=O)nnc1-c1ccncc1
  A: 10% | B: 9% | C: -13% | D: 0% | E: 18 | F: 0% | G: -9%
[43] Cc1ccc2c(c1)NC(C(C)(C)C)CO2 (stereo not drawn)
  A: -4% | B: -4% | C: ? | D: -18% | E: ? | F: -1% | G: -1%
[44] CC1Cc2ccccc2N1C(=O)C1CCN(S(=O)(=O)c2cccs2)CC1 (stereo not drawn)
  A: -4% | B: 17% | C: 10% | D: -6% | E: ? | F: 15% | G: 0%
[45] CCc1nnc(NS(=O)(=O)c2ccc(NC(=O)c3ccc(S(=O)(=O)N(CC)CC)cc3)cc2)s1
  A: -1% | B: 7% | C: -4% | D: -35% | E: -18 | F: 3% | G: -1%
[46] CCn1nc(C)c(NC(=O)CCCSc2nc(-c3ccco3)cc(C(F)(F)F)n2)c1C
  A: 2% | B: 3% | C: ? | D: 192%[activator] | E: -33 | F: 2µM* | G: 2%
[47] CC1CN(S(=O)(=O)c2cc(C(=O)N3CCCCC3C)ccc2Cl)CC(C)O1 (stereo not drawn)
  A: nt | B: 13% | C: nt | D: 43% | E: -17 | F: ? | G: -2%
[48] CCN(CC(=O)NCc1cccs1)c1ccc(S(=O)(=O)N2CCCC2)cn1
  A: -3% | B: 1% | C: -2% | D: -1% | E: 22 | F: 16% | G: 3%
[49] CS(=O)(=O)Nc1ccc(Br)cc1
  A: nt | B: -9% | C: nt | D: nt | E: 0 | F: nt | G: 0%
[50] Cc1ccc(C(=O)c2c3ccc([N+](=O)[O-])cc3[n+]([O-])n2CCCC(N)=O)cc1
  A: nt | B: -5% | C: -4% | D: 6% | E: -19 | F: 10µM* | G: -7%

Screens as filed in PubChem.
